Assay outcomes from PubChem BioAssay.
MITF TRPM1 HTS – activators of MITF-driven TRPM1 promoter activity in SK-MEL-5 cells. SK-MEL-5 TRPM1-promoter luciferase, 24 h; % of positive control, neutral wells = 0. activation, % at 12.5 µM. 300,000 tested, 0.75% active. AID 588334;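 active = mean activation of at least 80% with every replicate also reaching 80%; inconclusive = mean reaches 80% but some replicate falls short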;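 note: 0% = neutral control wells and 100% = parthenolide positive control wells; values of inactives mirror those of a sister screen read the other way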
SR-BI HDL uptake – blocks mouse SR-BI lipid uptake from DiI-HDL; ldlA[mSR-BI] CHO cells, DiI-HDL uptake fluorescence, 3 h; inhibition, % at 12.5 µM; 320,000 tested, 0.96% active;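 active = mean replicate inhibition of at least 70% and a set share of replicates each scoring 70 or more; inconclusive = meets just one of the two criteria; inactive = fails both criteria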;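 note: 0% = median of neutral control wells and 100% = median of positive control wells; values of inactives mirror those of a sister screen read the other way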
Rtt109 Vps75 – inhibitors of Candida albicans Rtt109/Vps75 histone acetyltransferase; Q5AAJ8; purified Rtt109/Vps75, ThioGlo CoA-SH fluorescence, 4 h; inhibition, % at 34.9 µM; 330,000 tested, 0.16% active;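 active = inhibition of at least 50% in every replicate; inconclusive = best replicate reaches 50% inhibition but some replicates fall short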
HTR5A ag ctr – counter-screen for OPRM1-OPRD1 agonists: human HTR5A agonism; P47898; HTR5A agonist assay, luminescence, cell-based; activation, % at 9.3 µM; 340,000 tested, 0.61% active; in the data active = activation mostly above about 9.5%, no sharp cut-off; inactive = mostly below about 7.6%;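 note: 0% = cells with vehicle only and 100% = reference agonist; strong numbers were not always called active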
Wnt bcat act – activates Wnt/beta-catenin signaling in a reporter cell assay; activator, plate reader; activation, % at 9.35 µM; 300,000 tested, 1.2% active; AID 743398; in the data active = activation above about 30%, passing the limit was not always enough; inconclusive = no clear call, values can overlap the other calls;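 note: 0% = neutral control wells and 100% = positive control wells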
dFosB act – activators of mouse delta FosB homodimer. activation, % at 25 µM. P13346. AID 493131. purified delta FosB, TAMRA-CDK5 oligo fluorescence polarization; percent of positive-control signal above neutral wells. 340,000 tested, 0.99% active;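 active = mean activation above about 17%, with every replicate also reaching it, limit read from the data, passing the limit was not always enough; inconclusive = only one of the two conditions met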;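 note: fluorescence polarization rise as delta FosB binds a TAMRA Cdk5 AP-1 oligo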
Target sequence (P13346 whole entry, looked up): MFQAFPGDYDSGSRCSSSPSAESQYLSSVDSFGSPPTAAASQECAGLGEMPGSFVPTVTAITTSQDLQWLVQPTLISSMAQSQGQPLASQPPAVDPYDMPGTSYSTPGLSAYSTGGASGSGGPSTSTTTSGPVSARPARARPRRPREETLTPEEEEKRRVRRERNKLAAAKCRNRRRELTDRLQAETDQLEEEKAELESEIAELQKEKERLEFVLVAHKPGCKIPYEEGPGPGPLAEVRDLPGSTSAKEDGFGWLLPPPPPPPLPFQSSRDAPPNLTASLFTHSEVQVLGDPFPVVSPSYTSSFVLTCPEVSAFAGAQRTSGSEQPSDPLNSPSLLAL
cardiac RTF act – increases calcium sensitivity of human cardiac regulated thin filaments | P19429+P45379 | IANBD-labeled TnC RTF fluorescence at EC20 calcium; 0% EC20 calcium, 100% full calcium | activation, % at 7.2 µM | 340,000 tested, 0.24% active | AID 493008;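 active = activation above the mean over all tested compounds plus 3 SD, cut at about 30% in these data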;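 note: rise in fluorescence read as greater calcium sensitivity of cardiac thin filaments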
PvdQ inh – P. aeruginosa PvdQ acylase inhibition; inhibition, % at 10 µM; 340,000 tested, 0.063% active; purified PvdQ acylase, fluorescence plate reader; in the data active = inhibition above about 30%, passing the limit was not always enough; inconclusive = no clear call, values can overlap the other calls;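 note: 0% = vehicle neutral wells and 100% = reference inhibitor wells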
SR-BI DiI-HDL act – activators of SR-BI mediated HDL lipid uptake; 320,000 tested, 0.096% active; CHO ldlA[mSR-BI] cells, DiI-HDL uptake fluorescence, 3 h; 100 = double the neutral-control signal; activation, % at 12.5 µM; AID 504775;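 active = mean replicate activation of at least 60% and every replicate at or above 60%; inconclusive = mean or all-replicate condition met, but not both; inactive = mean below 60% and not all replicates reaching 60%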;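 note: 0% = median plate neutral-control signal and 100% = twice that signal; values of inactives mirror those of a sister screen read the other way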
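Test system: SR-BI-overexpressing, LDLR-lacking CHO cells. Measured by: DiI fluorescence, bottom read. Medium: Ham's F12 with 0.5% BSA, HEPES 25 mM, pH 7.4. Timing: 3 h uptake period with compound, 37 °C.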
CDK5 p35 inh – CDK5/p35 (human) kinase inhibition; Q00535+Q15078; Recombinant CDK5/p35, ADP-Glo luminescence, 60 min; inhibition, % at 10 µM; 330,000 tested, 0.01% active; AID 488839;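 active = highest replicate inhibition of at least 50% and at least 75% of replicates reaching 50%; inconclusive = only one of the two criteria met; inactive = both criteria failed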;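 note: plate controls were DMSO neutral control for no effect and GW8510 at 10 µM for full effect; many of its hits are not listed in these tables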
Target sequence (Q00535 whole entry, looked up): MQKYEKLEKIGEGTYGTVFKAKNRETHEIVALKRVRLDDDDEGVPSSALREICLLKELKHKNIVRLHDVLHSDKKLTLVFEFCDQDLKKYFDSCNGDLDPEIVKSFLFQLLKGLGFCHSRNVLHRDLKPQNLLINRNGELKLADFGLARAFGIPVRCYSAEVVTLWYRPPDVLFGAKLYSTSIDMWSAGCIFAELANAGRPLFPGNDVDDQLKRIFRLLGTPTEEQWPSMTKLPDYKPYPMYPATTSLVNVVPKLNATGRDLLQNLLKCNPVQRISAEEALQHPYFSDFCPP
Target sequence (Q15078 whole entry, looked up): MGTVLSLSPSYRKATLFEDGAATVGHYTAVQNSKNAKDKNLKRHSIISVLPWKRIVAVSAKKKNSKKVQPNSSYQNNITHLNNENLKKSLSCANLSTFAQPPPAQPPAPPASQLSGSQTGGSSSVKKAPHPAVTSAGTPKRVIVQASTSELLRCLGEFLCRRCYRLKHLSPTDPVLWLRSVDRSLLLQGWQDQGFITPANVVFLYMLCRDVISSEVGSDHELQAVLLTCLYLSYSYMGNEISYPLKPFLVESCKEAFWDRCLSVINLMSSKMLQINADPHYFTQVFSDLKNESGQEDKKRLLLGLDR
An asterisk follows results filed as active; ? = inconclusive; . = no result given.

#1 O=C1CC(c2ccc(F)cc2)CC2=C1C(c1ccc([N+](=O)[O-])o1)Nc1ccccc1N2 (configuration not stated)
#2 COCc1nc2ccccc2n1Cc1ccccc1C
#3 Cc1nc2ccc(S(=O)(=O)NCC(=O)N3CCc4ccccc4C3)cc2s1
#4 CN(C(=O)c1cc2sccc2n1C)C1CCCCC1
#5 CN(CC(=O)Nc1nccs1)S(=O)(=O)c1ccc(F)cc1

assay / entry	1	2	3	4	5
MITF TRPM1 HTS	.	0	-2	?	-4
SR-BI HDL uptake	37	2	-2	6	-2
Rtt109 Vps75	5	5	4	-2	6
HTR5A ag ctr	-1	4	4	-2	3
Wnt bcat act	24	0	-3	29	.
dFosB act	-18	2	-7	-2	4
cardiac RTF act	5	0	0	-2	-1
PvdQ inh	-6	2	-7	-12	-9
SR-BI DiI-HDL act	-37	-2	2	-6	2
CDK5 p35 inh	0.5	0.7	1.0	0.6	-0.3

#6 Nc1nc(C(=O)N2CCOCC2)nn1S(=O)(=O)c1ccc(Cl)cc1
#7 Cc1nnc(SCc2ccc(C(=O)c3ccc(Cl)cc3)o2)n1-c1ccccc1
#8 Cc1cc(OCCN2CC(C)OC(C)C2)ccc1[N+](=O)[O-] (configuration not stated)
#9 CCOc1cc(CNCCO)c(Cl)cc1OCC(=O)NCCc1ccccc1
#10 CCOC(=O)C(=O)N/N=C/c1ccc(F)cc1

assay / entry	6	7	8	9	10
MITF TRPM1 HTS	10	9	8	11	13
SR-BI HDL uptake	-20	6	-20	-1	-23
Rtt109 Vps75	0	13	9	0	14
HTR5A ag ctr	3	0	0	2	3
Wnt bcat act	-6	-1	.	.	1
dFosB act	-5	-9	2	-6	-1
cardiac RTF act	-3	2	-1	3	-1
PvdQ inh	3	1	-13	-5	-16
SR-BI DiI-HDL act	20	-6	20	1	23
CDK5 p35 inh	1.7	-0.2	-0.6	-1.4	-0.4

#11 COc1cc(/C=C/C(=O)Nc2ccc3[nH]c(=O)[nH]c3c2)cc(OC)c1OC
#12 CC(C)(C)NC(=O)c1nc2ccccc2s1
#13 Cc1cc[n+](C2=C([O-])c3ccccc3C(=O)/C2=N\S(=O)(=O)c2cccs2)cc1C
#14 O=C(O)COc1ccccc1/C=N/NC(=O)CSc1nc2ccccc2c(=O)n1-c1ccc(Cl)cc1
#15 O=C(NCC(c1cccs1)N1CCOCC1)c1cc(-c2ccccn2)nc2ccccc12 (configuration not stated)

assay / entry	11	12	13	14	15
MITF TRPM1 HTS	-4	.	-18	1	2
SR-BI HDL uptake	51	-10	5	.	54
Rtt109 Vps75	-1	1	.	2	4
HTR5A ag ctr	0	0	5	-3	1
Wnt bcat act	10	-3	0	3	1
dFosB act	-5	-5	0	-12	-17
cardiac RTF act	1	1	3	2	6
PvdQ inh	-10	-2	13	-3	-6
SR-BI DiI-HDL act	-51	10	-5	.	-54
CDK5 p35 inh	1.4	1.1	-2.2	-1.2	-2.5

#16 Fc1cccc(COc2ccccc2C(=S)N2CCCC2)c1
#17 CC(=O)c1c(N2CCN(C)CC2)[nH]c(-c2ccccc2)nc1=S
#18 COC(=O)c1ccc(NC(=O)Cn2nc(C)cc2C)cc1
#19 CCSc1nnc(NC(=O)CSc2nc3c(c(=O)n2CC)SC(C)C3)s1 (configuration not stated)
#20 O=C(/C=C/c1ccccc1)Nc1cccc(C(=O)NCCc2ccccc2)c1

assay / entry	16	17	18	19	20
MITF TRPM1 HTS	-1	-4	2	-8	?
SR-BI HDL uptake	12	-2	-5	-6	66
Rtt109 Vps75	-5	5	-1	-1	-8
HTR5A ag ctr	-1	-8	3	-2	-4
Wnt bcat act	5	.	-3	.	11
dFosB act	-6	1	-2	-5	-15
cardiac RTF act	9	0	-6	-6	-1
PvdQ inh	-19	-10	-7	3	-10
SR-BI DiI-HDL act	-12	2	5	6	-66
CDK5 p35 inh	-1.6	0.9	1.3	-0.6	-3.3

#21 O=c1c2ccc(Cl)cc2nc2n1CC/C2=C\c1cccc(O)c1
#22 COc1ccc(S(=O)(=O)N2CCOC23CCN(S(=O)(=O)c2cccs2)CC3)cc1
#23 O=C(NCc1ccco1)c1cnc2ccccn2c1=O
#24 Cc1c(CC(=O)N[C@H](C(=O)O)C(C)C)c(=O)oc2cc3c(cc12)CCC(C)(C)O3
#25 CCOC(=O)CSc1nc(-c2ccccc2)nc2c1oc1ccccc12

assay / entry	21	22	23	24	25
MITF TRPM1 HTS	-11	0	.	60	-13
SR-BI HDL uptake	.	-3	-4	5	4
Rtt109 Vps75	-4	-2	-1	7	-2
HTR5A ag ctr	5	-1	2	2	-5
Wnt bcat act	1	-2	-2	35*	.
dFosB act	-6	-6	0	-4	-6
cardiac RTF act	-5	1	3	-1	1
PvdQ inh	-9	-5	-11	-17	-11
SR-BI DiI-HDL act	.	3	4	-5	-4
CDK5 p35 inh	-0.6	-1.9	-2.4	0.8	0.5

#26 CCCCCN(C(=O)CCC(=O)OCc1cc(C(C)=O)ccc1OC)c1c(N)n(CCCC)c(=O)[nH]c1=O
#27 N#Cc1c(-c2ccc(Cl)cc2)nc2n(c1=O)CCCS2
#28 CC(C)Cc1nnc(NC(=O)C2CC(=O)N(c3ccc4c(c3)OCCO4)C2)s1 (configuration not stated)
#29 Cc1ccc(Nc2nc(C)cs2)cc1
#30 CCCn1c(SCC(=O)N(C2CCCCC2)C2CCS(=O)(=O)C2)n[nH]c1=O (configuration not stated)

assay / entry	26	27	28	29	30
MITF TRPM1 HTS	-6	7	-11	55	-5
SR-BI HDL uptake	51	-22	-12	5	-27
Rtt109 Vps75	16	-4	0	-3	-6
HTR5A ag ctr	1	0	-5	-5	10
Wnt bcat act	1	.	-1	58*	0
dFosB act	-5	-9	-13	-4	1
cardiac RTF act	-6	4	3	-2	1
PvdQ inh	6	-9	-10	0	-3
SR-BI DiI-HDL act	-51	22	12	-5	27
CDK5 p35 inh	0.8	-0.9	0.2	0.4	-0.8

#31 COc1ccc(NC(=O)C(=O)NCCN2CCN(C(=O)C(c3ccccc3)c3ccccc3)CC2)cc1
#32 COc1cccc(CNC(=O)C(=O)NCCC2CCCCN2S(=O)(=O)c2cccs2)c1 (configuration not stated)
#33 O=C(Cc1ccccc1)N/N=C/c1ccc(OCC(=O)Nc2ccccc2)cc1
#34 COc1ccc(NC(=O)C2CCCN(S(=O)(=O)c3cccc4cccnc34)C2)cc1 (configuration not stated)
#35 O=[N+]([O-])c1cc(C(F)(F)F)cc([N+](=O)[O-])c1N1CCCNCC1

assay / entry	31	32	33	34	35
MITF TRPM1 HTS	.	-10	18	-2	-19
SR-BI HDL uptake	37	28	-11	-6	23
Rtt109 Vps75	4	-1	4	5	6
HTR5A ag ctr	4	-4	0	1	5
Wnt bcat act	-7	-4	6	0	-2
dFosB act	-15	-9	14	-10	-1
cardiac RTF act	4	-3	3	14	-2
PvdQ inh	-16	-3	-15	-7	-6
SR-BI DiI-HDL act	-37	-28	11	6	-23
CDK5 p35 inh	-0.1	0.5	0.9	-1.1	-1.3

#36 O=C(Nc1ccc(Cl)c(Cl)c1)Nc1ccc([N+](=O)[O-])cn1
#37 COc1cccc(C(=O)O/N=C(\N)c2ccncc2)c1OC
#38 CCC(CC)C(=O)Oc1c(C(=O)N(C)C)cccc1-c1ccccc1
#39 C=CCNC(=S)NNC(=O)CCC(O)COCCC(C)C (configuration not stated)
#40 COc1ccccc1NS(=O)(=O)c1cc(C(=O)NCC(c2cccs2)N2CCOCC2)ccc1C (configuration not stated)

assay / entry	36	37	38	39	40
MITF TRPM1 HTS	-11	48	5	9	-16
SR-BI HDL uptake	-10	6	-19	4	-5
Rtt109 Vps75	-3	21	5	1	-3
HTR5A ag ctr	-1	-1	4	3	-3
Wnt bcat act	13	.	4	-2	0
dFosB act	8	-7	1	6	-7
cardiac RTF act	20	-1	-5	4	4
PvdQ inh	-9	9	-8	-9	13
SR-BI DiI-HDL act	10	-6	19	-4	5
CDK5 p35 inh	0.0	0.6	0.0	-1.9	0.2

#41 COCCn1c(SCC(=O)NC(=O)NC(C)C)nc2ccccc21
#42 COc1cccc2c1OCC([C@@H]1C[C@H]3CN(Cc4cccc(Cl)c4)C(=O)[C@]34CCCN14)=C2
#43 COc1ccc(NC(=O)C2CCN(S(=O)(=O)c3cccc4nonc34)CC2)cc1
#44 Cc1c(NC(=O)c2ccc(S(=O)(=O)N3CCOCC3)cc2)cccc1[N+](=O)[O-]
#45 Cc1cc(=O)oc(C)c1C(=O)Nc1ccc(F)cc1
#46 COc1ccc2c(c1)OC(O)(C(F)F)CC2=O (configuration not stated)
#47 O=C(Cn1cnc2cc([N+](=O)[O-])ccc2c1=O)Nc1cccc(S(=O)(=O)N2CCOCC2)c1

assay / entry	41	42	43	44	45	46	47
MITF TRPM1 HTS	8	-14	-2	-10	.	1	-7
SR-BI HDL uptake	-27	47	.	16	-10	-13	5
Rtt109 Vps75	-2	4	-3	-3	5	15	-3
HTR5A ag ctr	0	2	-3	-1	3	1	-1
Wnt bcat act	.	-1	-2	-4	3	.	-2
dFosB act	3	-14	0	5	3	-4	-7
cardiac RTF act	3	1	-2	-3	2	-1	-2
PvdQ inh	0	-15	-7	3	8	6	-6
SR-BI DiI-HDL act	27	-47	.	-16	10	13	-5
CDK5 p35 inh	0.4	-0.6	-1.2	-0.8	2.3	0.2	-0.8

Molecules listed so far that have an aryl thioether with sulfur outside any ring:
#7 Cc1nnc(SCc2ccc(C(=O)c3ccc(Cl)cc3)o2)n1-c1ccccc1
#14 O=C(O)COc1ccccc1/C=N/NC(=O)CSc1nc2ccccc2c(=O)n1-c1ccc(Cl)cc1
#19 CCSc1nnc(NC(=O)CSc2nc3c(c(=O)n2CC)SC(C)C3)s1 (configuration not stated)
#25 CCOC(=O)CSc1nc(-c2ccccc2)nc2c1oc1ccccc12
#30 CCCn1c(SCC(=O)N(C2CCCCC2)C2CCS(=O)(=O)C2)n[nH]c1=O (configuration not stated)
#41 COCCn1c(SCC(=O)NC(=O)NC(C)C)nc2ccccc21

assay / entry	7	14	19	25	30	41
MITF TRPM1 HTS	9	1	-8	-13	-5	8
SR-BI HDL uptake	6	.	-6	4	-27	-27
Rtt109 Vps75	13	2	-1	-2	-6	-2
HTR5A ag ctr	0	-3	-2	-5	10	0
Wnt bcat act	-1	3	.	.	0	.
dFosB act	-9	-12	-5	-6	1	3
cardiac RTF act	2	2	-6	1	1	3
PvdQ inh	1	-3	3	-11	-3	0
SR-BI DiI-HDL act	-6	.	6	-4	27	27
CDK5 p35 inh	-0.2	-1.2	-0.6	0.5	-0.8	0.4
